Assay outcomes deposited in PubChem BioAssay by Broad Institute.
ROS inducer – ROS inducers in U2OS cancer cells, primary screen, cell-based, H2DCF-DA fluorescence; ROS induction (% of piperlongumine), % at 10 µM; 46,000 compounds, 2% hits; U2OS ROS induction; in the data active = ROS induction above about 79%, passing the limit was not always enough; inconclusive = no clear call, values can overlap the other calls;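 note: 0% = DMSO vehicle median and 100% = reference compound median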
An asterisk follows results filed as active; ? = inconclusive. This is a subset. The share of hits here may be higher or lower than overall.

SMILES	ROS inducer
C[C@@H]1CCCCO[C@@H](CN(C)Cc2ccncc2)[C@@H](C)CN([C@H](C)CO)C(=O)c2cc(NC(=O)Nc3ccccc3)ccc2O1	-3
CCOC(=O)c1ccc2[nH]c(C)c(CN3CCN(C)CC3)c(=O)c2c1	-3
FC(F)(F)C1CCN(c2ncccc2NC(=S)Nc2ccc(Cl)cc2)CC1	9
CN(CC(=O)Nc1ccc(F)cc1)S(=O)(=O)c1ccccc1	-12
C[C@H]1CN([C@@H](C)CO)C(=O)c2cc(NC(=O)CCC(F)(F)F)ccc2O[C@@H]1CN(C)S(=O)(=O)c1cccs1	-11
O=C(O)CSc1nnc(C2CC2)n1-c1ccccc1	-7
Cc1ccc(S(=O)(=O)N(C)C[C@@H]2Oc3ccc(NC(=O)Nc4ccccc4)cc3C(=O)N([C@@H](C)CO)C[C@H]2C)cc1	9
COc1ccc([Si](C)(C)[C@@H]2[C@@H](CC(=O)N3Cc4ccccc4C[C@H]3CO)O[C@]3(C(=O)N(Cc4ccc(I)cc4)c4ccccc43)[C@H]2C)cc1	18
COc1ccc(S(=O)(=O)Nc2cccc3c2O[C@@H](CN(C)S(=O)(=O)c2cn(C)cn2)[C@H](C)CN([C@@H](C)CO)C3=O)cc1	-5
Cc1noc(C)c1NC(=O)N(C)C[C@@H]1Oc2c(NC(=O)Nc3cccc4ccccc34)cccc2C(=O)N([C@@H](C)CO)C[C@H]1C	0
COc1ccc(C#Cc2cnc3c(c2)C(=O)N([C@H](C)CO)C[C@H](C)[C@H](CN(C)C(=O)NC2CCCCC2)O3)cc1OC	135*
C[C@H]1CN([C@@H](C)CO)C(=O)Cc2cc(NC(=O)c3ccncc3)ccc2O[C@H]1CN(C)Cc1ccc(Cl)c(Cl)c1	4
CCn1c(SCC(=O)Nc2ccc(C(N)=O)cc2)nnc1-c1ccc(F)cc1	-17
CNC(=O)c1ccc(OC(C)=O)cc1	-6
O=C(/C=C/c1ccccc1)CC(O)(c1ccccc1)C(F)(F)F (stereo not drawn)	68
COc1ccc(-c2nnc(SCc3ccc([N+](=O)[O-])c(OC)c3)n2-c2ccccc2)cc1	10
CC1(C)CC(=O)c2cnc(NCc3ccccc3)nc2C1	-15
C[C@H](CO)N1C[C@H](C)[C@H](CN(C)C(=O)Nc2ccc(F)cc2)Oc2ccc(NS(C)(=O)=O)cc2C1=O	-18
C[C@@H]1CN([C@@H](C)CO)C(=O)c2cc(NS(C)(=O)=O)ccc2O[C@@H]1CN(C)Cc1ccc(Cl)c(Cl)c1	-1
O=C(NCCSc1nc2cc(C(F)(F)F)ccc2s1)C12CC3CC(CC(C3)C1)C2	5

A draw from above in order of length of the SMILES, falling:
SMILES	ROS inducer
C[C@@H]1CCCCO[C@@H](CN(C)Cc2ccncc2)[C@@H](C)CN([C@H](C)CO)C(=O)c2cc(NC(=O)Nc3ccccc3)ccc2O1	-3
Cc1noc(C)c1NC(=O)N(C)C[C@@H]1Oc2c(NC(=O)Nc3cccc4ccccc34)cccc2C(=O)N([C@@H](C)CO)C[C@H]1C	0
COc1ccc(C#Cc2cnc3c(c2)C(=O)N([C@H](C)CO)C[C@H](C)[C@H](CN(C)C(=O)NC2CCCCC2)O3)cc1OC	135*
C[C@H]1CN([C@@H](C)CO)C(=O)c2cc(NC(=O)CCC(F)(F)F)ccc2O[C@@H]1CN(C)S(=O)(=O)c1cccs1	-11
C[C@@H]1CN([C@@H](C)CO)C(=O)c2cc(NS(C)(=O)=O)ccc2O[C@@H]1CN(C)Cc1ccc(Cl)c(Cl)c1	-1
C[C@H](CO)N1C[C@H](C)[C@H](CN(C)C(=O)Nc2ccc(F)cc2)Oc2ccc(NS(C)(=O)=O)cc2C1=O	-18
COc1ccc(-c2nnc(SCc3ccc([N+](=O)[O-])c(OC)c3)n2-c2ccccc2)cc1	10
CCn1c(SCC(=O)Nc2ccc(C(N)=O)cc2)nnc1-c1ccc(F)cc1	-17
FC(F)(F)C1CCN(c2ncccc2NC(=S)Nc2ccc(Cl)cc2)CC1	9
O=C(/C=C/c1ccccc1)CC(O)(c1ccccc1)C(F)(F)F (stereo not drawn)	68
CN(CC(=O)Nc1ccc(F)cc1)S(=O)(=O)c1ccccc1	-12
CC1(C)CC(=O)c2cnc(NCc3ccccc3)nc2C1	-15
O=C(O)CSc1nnc(C2CC2)n1-c1ccccc1	-7

Additional entries follow:
SMILES	ROS inducer
COc1ccc(NC(=O)c2cccnc2C(=O)O)c(OC)c1	-14
COc1ccc(S(=O)(=O)Nc2ccc3c(c2)CC(=O)N([C@@H](C)CO)C[C@H](C)[C@H](CN(C)S(=O)(=O)c2c(C)noc2C)O3)cc1	9
Cc1ccc(Oc2ccc(NC(=O)CCCC(=O)O)cc2)cc1C	0
O=C(NC1CC1)c1ccccc1SCc1ccc(F)cc1	-3
C[C@@H]1CN([C@@H](C)CO)C(=O)c2cccc(NC(=O)c3ccncc3)c2O[C@@H]1CN(C)C(=O)NC1CCCCC1	0
O=C(COc1ccccc1)Nc1ccc2oc(-c3cccc(I)c3)nc2c1	2
Cc1noc(C)c1NC(=O)N(C)C[C@@H]1Oc2ccc(NC(=O)Cc3cn(C)c4ccccc34)cc2C(=O)N([C@H](C)CO)C[C@H]1C	-7
CN(c1ccc(C(=O)NCc2cccnc2)cc1)S(C)(=O)=O	-1
Cc1noc(C)c1NC(=O)N(C)C[C@H]1Oc2ccc(NS(=O)(=O)c3cn(C)cn3)cc2CC(=O)N([C@@H](C)CO)C[C@H]1C	65
OCc1ccccc1O	-2
C[C@@H]1CN([C@H](C)CO)C(=O)c2cc(NC(=O)Cc3cn(C)c4ccccc34)ccc2O[C@H]1CN(C)Cc1ccc(C(F)(F)F)cc1	16
C[C@@H]1CN([C@@H](C)CO)C(=O)c2cc(NC(=O)NC3CCCCC3)ccc2O[C@@H]1CN(C)Cc1ccc(-c2ccccc2)cc1	10
Cc1noc(C)c1NC(=O)N(C)C[C@H]1Oc2ccc(NC(=O)C3CCCCC3)cc2C(=O)N([C@H](C)CO)C[C@@H]1C	-3
O=c1c(O[C@@H]2O[C@H](CO)[C@H](O)[C@H](O)[C@H]2O)c(-c2ccc(O)cc2)oc2cc(O)cc(O)c12	-12
O=C(COc1ccccc1)N1CCN(C(=O)COc2ccccc2)CC1	-7
CC1CCCC(C)N1S(=O)(=O)c1ccc(NC(=O)CCn2cnc3ccccc3c2=O)cc1 (stereo not drawn)	7
C[C@H]1CN([C@@H](C)CO)C(=O)Cc2cc(NC(=O)Cn3cnnn3)ccc2O[C@H]1CN(C)Cc1ccc(C(F)(F)F)cc1	3
C[C@H](CO)N1C[C@H](C)[C@H](CN(C)CC2CCCCC2)Oc2ccc(NS(=O)(=O)c3cccs3)cc2C1=O	8
C[C@@H]1CCCCO[C@H](CN(C)C(=O)Nc2cccc3ccccc23)[C@@H](C)CN([C@H](C)CO)C(=O)c2cc(NS(C)(=O)=O)ccc2O1	6
COc1ccc(OC)c(NC(=O)CSc2nnnn2C)c1	-7
O=C(/C=C/c1ccccc1Cl)N1CCCCC1	-13
C[C@H]1CN([C@@H](C)CO)C(=O)c2cccc(NC(=O)C3CCCCC3)c2O[C@@H]1CN(C)Cc1ccc(C(=O)O)cc1	-10
CC(C)NC(=O)N(C)C[C@@H]1Oc2ccc(NC(=O)C3CC3)cc2CC(=O)N([C@@H](C)CO)C[C@@H]1C	-3
Cc1cc(-c2nn(C)c(=O)c3ccccc23)cc(C)c1O	5
C[C@H]1CN([C@@H](C)CO)C(=O)Cc2cc(NC(=O)C3CCCCC3)ccc2O[C@H]1CN(C)Cc1ccc(Oc2ccccc2)cc1	0
[N-]=C=N[n+]1ccc2ccccc2c1C(=O)c1ccc(Cl)cc1	3
COc1cc(C2CSc3nc4sc5c(c4c(=O)n32)CCCC5)cc(Cl)c1O (stereo not drawn)	-12
Cc1noc(C)c1NC(=O)Nc1ccc2c(c1)CC(=O)N([C@@H](C)CO)C[C@H](C)[C@H](CN(C)C(=O)Nc1c(C)noc1C)O2	-3
C[C@@H]1CN([C@H](C)CO)C(=O)Cc2cc(NC(=O)Nc3cccc4ccccc34)ccc2O[C@@H]1CN(C)C(=O)Nc1ccc2c(c1)OCO2	-2
O=C(OCC1OC2C(Oc3nc(=O)ccn32)C1O)c1ccccc1 (stereo not drawn)	-13
C[C@H]1CN([C@@H](C)CO)C(=O)CCCn2nncc2CO[C@H]1CN(C)CC1CC1	4
Cc1sc2ncn(CC(=O)Nc3ccccc3C(F)(F)F)c(=O)c2c1C	-1
Cc1noc(C)c1NC(=O)Nc1ccc2c(c1)CC(=O)N([C@H](C)CO)C[C@@H](C)[C@H](CN(C)S(C)(=O)=O)O2	33
O=C(CSc1cn(CC(=O)N2CCCC2)c2ccccc12)Nc1ccccc1	4
O=C(Oc1nnc(SCCS(=O)(=O)c2ccc(F)cc2)n1C1CC1)c1cccs1	4
COc1ccc(S(=O)(=O)N(C)C[C@H]2Oc3c(NC(=O)c4cc(C)nn4C)cccc3C(=O)N([C@H](C)CO)C[C@@H]2C)cc1	-8
C[C@@H]1CN([C@@H](C)CO)C(=O)Cc2cc(NC(=O)c3ccncc3)ccc2O[C@@H]1CN(C)S(=O)(=O)c1ccccc1	18
CC1=CC(c2ccoc2)c2c(oc(N)c(C#N)c2=O)S1 (stereo not drawn)	4
CC(Oc1ccccc1)C(=O)Nc1c[nH]c(=O)[nH]c1=O (stereo not drawn)	1
C[C@H](CO)N1C[C@H](C)[C@@H](CN(C)C(=O)CCCN(C)C)OCc2cn(nn2)CCCC1=O	39
O=c1[nH]c(CSc2nnc(-c3ccccc3)n2C2CCCCC2)nc2ccccc12	3
CCOC(=O)/C(C#N)=c1/s/c(=C2/C=Cc3ccccc3N2CC)c(=O)n1CC	23
CCc1cc(-c2n[nH]c(C)c2-c2nc(C)cs2)c(O)cc1OCc1ccc([N+](=O)[O-])cc1	48
C[C@H]1CN([C@@H](C)CO)C(=O)CCCn2cc(nn2)CO[C@H]1CN(C)Cc1cccc2c1OCCCO2	0
C[C@@H]1CCCCO[C@H](CN(C)Cc2ccc(Cl)c(Cl)c2)[C@@H](C)CN([C@H](C)CO)C(=O)c2cc(NC(=O)Nc3ccc(F)cc3)ccc2O1	43
CC(C)(C)C(=O)OC[C@H]1O[C@@H](n2cnc3c(N)ncnc32)C[C@@H]1OC(=O)C(C)(C)C	-2
Cc1cccc(N(CC(=O)Nc2cccc([N+](=O)[O-])c2)S(C)(=O)=O)c1C	4
Cc1onc(-c2c(F)cccc2Cl)c1C(=O)N[C@@H]1C(=O)N2C(C(=O)O)C(C)(C)S[C@H]12 (stereo partly drawn)	-6
C[C@H](CO)N1C[C@H](C)[C@H](CN(C)C(=O)Nc2ccc(F)cc2)Oc2ncc(/C=C/c3ccccc3)cc2C1=O	90*
C[C@H](CO)N1C[C@H](C)[C@H](CN(C)C(=O)Nc2cccc3ccccc23)Oc2ncc(-c3ccccc3)cc2C1=O	30
Cc1nc(-c2ccncc2)nc(NCCNc2cc(C(F)(F)F)ccn2)c1Cl	13
CC(C)NC(=O)N(C)C[C@H]1Oc2ccc(NS(=O)(=O)c3cn(C)cn3)cc2C(=O)N([C@H](C)CO)C[C@@H]1C	8
Cc1sc2ncnc(SCC(=O)Nc3cccc(C(F)(F)F)c3)c2c1C	-8
C[C@@H]1CN([C@H](C)CO)C(=O)c2cc(NC(=O)Nc3cccc4ccccc34)ccc2O[C@@H]1CN(C)S(=O)(=O)c1ccc(F)cc1	3
Cc1ccccc1N=C(N)N=C(N)N	?
COc1ccc(NC(=O)CSc2nc3c(cc2C#N)C(=O)CCC3)cc1	8
Cn1c(SCC(=O)Nc2ccc(F)c(Cl)c2)nnc1-c1ccncc1	-4
CC(C)S(=O)(=O)c1cnc(N2CCOCC2)nc1N	6
C[C@H]1CN([C@@H](C)CO)C(=O)Cc2cc(NC(=O)Cn3cnnn3)ccc2O[C@H]1CN(C)C	-8
CCCCCCCC/C=C\C/C=C\C/C=C\CCCC(=O)O	0
Continued:
SMILES	ROS inducer
COc1c(O)cc([C@@H]2Oc3cc(O)cc(O)c3C[C@@H]2O)cc1O	-8
CCOC(=O)NC(=S)Nc1ccc(N2CC(C)OC(C)C2)cc1 (stereo not drawn)	-4
COc1ccc(NC(=O)N(C)C[C@@H]2Oc3c(NC(=O)c4ccc(-c5nccs5)cc4)cccc3C(=O)N([C@@H](C)CO)C[C@H]2C)cc1	-6
C[C@@H]1CN([C@@H](C)CO)C(=O)c2cccc(NC(=O)Nc3ccc(F)cc3)c2O[C@H]1CN(C)S(C)(=O)=O	23
COc1c(O)cc2c(=O)oc3c(OC)c(O[C@@H]4OC[C@@H](O)[C@H](O)[C@H]4O)cc4c(=O)oc1c2c34	7
C[C@@H]1CN([C@@H](C)CO)C(=O)c2cccc(NC(=O)C3CC3)c2O[C@@H]1CN(C)Cc1ccc(C(=O)O)cc1	-2
COc1ccc(NC(=O)Nc2ccc3c(c2)CC(=O)N([C@H](C)CO)C[C@@H](C)[C@@H](CN(C)S(=O)(=O)c2cn(C)cn2)O3)cc1	3
Cc1cc(C)c(C)c(S(=O)(=O)NCCC(=O)O)c1C	-10
C=CCn1c2ccccc2c2nnc(SCc3ccccc3F)nc21	19
C[C@@H]1CN([C@H](C)CO)C(=O)Cc2cc(NC(=O)Cc3ccccc3)ccc2O[C@H]1CN(C)C(=O)Nc1cccc2ccccc12	-8
C[C@@H]1CN([C@H](C)CO)C(=O)Cc2cc(NC(=O)CCN3CCOCC3)ccc2O[C@@H]1CN(C)C(=O)Nc1cccc2ccccc12	2
CCOC(=O)N1CCc2c(sc3[nH]c(=S)n(-c4ccccc4)c(=O)c23)C1	36
C[C@H](CO)N1C[C@H](C)[C@@H](CN(C)CC2CC2)Oc2c(NS(=O)(=O)c3cccs3)cccc2C1=O	3
O=C(O)CCCSc1nc2ccccc2s1	20
Cc1noc(C)c1NC(=O)Nc1ccc2c(c1)C(=O)N([C@@H](C)CO)C[C@H](C)[C@@H](CN(C)Cc1ccc(C(F)(F)F)cc1)O2	11
Cc1noc(C)c1NC(=O)Nc1cccc2c1O[C@@H](CN(C)S(=O)(=O)c1ccc(Cl)cc1)[C@H](C)CN([C@@H](C)CO)C2=O	0
Cc1ccc(Cl)cc1NC(=O)CSc1nnc(-c2ccc([N+](=O)[O-])cc2)n1-c1ccccc1	17
O=C(COc1ccccc1)Nc1cccc(-c2nc3cccnc3s2)c1	0
N#Cc1cccc(NC(=O)CCCC(=O)Nc2cccc(C#N)c2)c1	-10
